Scp-1 inhibitor = Scp-1 phosphatase inhibitors, primary screen, biochemical, colorimetric, uHTS; Carboxy-terminal domain RNA polymerase II polypeptide A small phosphatase 1 (Homo …; Recombinant Scp1, phosphopeptide, malachite green phosphate absorbance; inhibition, % at 20 µM; 340,000 tested, 0.88% active; AID 493091, 2011;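 active means inhibition above about 50% at 20 µM, limit read from the data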;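 further: plate controls were DMSO wells with enzyme for no effect and wells lacking enzyme for full effect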
Target sequence (Q9GZU7 76-261 limits assumed): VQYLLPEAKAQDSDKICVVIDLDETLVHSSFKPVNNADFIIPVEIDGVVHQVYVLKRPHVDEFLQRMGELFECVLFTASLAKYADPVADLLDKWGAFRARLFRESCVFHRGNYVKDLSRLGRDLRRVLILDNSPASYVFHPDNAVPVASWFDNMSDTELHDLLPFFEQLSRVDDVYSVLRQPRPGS
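assay system = SCP-1 phosphatase catalytic domain, residues 76-261 | buffer or medium = 50 mM Tris acetate pH 5.5, 0.005% Tween-20, 10 mM MgCl2 | incubation = enzyme reaction 45 min at room temperature, colour 5 min, stabilisation 30 min | signal = Phosphate-binding colour reagent, absorbance read at 630 nm | measure = % inhibition at 20 µM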
SKN-1 block = suppressors of acrylamide-induced Pgst-4::GFP reporter in worms, primary screen, SKN-1 inhibitor project, whole organism, uHTS, GFP/RFP fluorescence ratio, strain VP596 | C. elegans VP596 Pgst-4::GFP/RFP ratio, 24 h | inhibition, % at 21.8 µM | 360,000 tested, 0.49% active;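 active means interference check ratio from 0.5 to 1.5 plus GFP to RFP signal ratio inhibition reaching or exceeding a fixed threshold, cut at about 30% in these data, passing the limit was not always enough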; further: some compounds called inactive have numbers as strong as hits
SUMO1-SIM PPI = modulators of SUMO1 protein-protein interactions, primary screen, biochemical, uHTS | inhibition, % at 20 µM | Small ubiquitin-related modifier 1 (Homo sapiens), P63165 | 360,000 tested, 0.33% active | SUMO1 binding to a labelled peptide, TR-FRET, 1 h | AID 602429, 2012; in the data active means inhibition above about 37%
Target sequence (P63165 whole entry, looked up): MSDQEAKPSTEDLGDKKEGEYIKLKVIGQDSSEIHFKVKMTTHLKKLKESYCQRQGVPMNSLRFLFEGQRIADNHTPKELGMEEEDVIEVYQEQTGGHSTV
MT1-MMP act inh = blockers of MT1-MMP proenzyme processing, primary screen, HT1080 RFP-PRO-GFP cells, GFP/RFP fluorescence. Matrix metalloproteinase-14 (Homo sapiens), P50281. GFP/RFP ratio fluorescence, overnight; percent of plate control window, DMSO zero. GFP/RFP ratio change, % at 20 µM. 360,000 tested, 0.061% active;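 active means GFP/RFP ratio change of at least 30% with cell ATP level not reduced by more than half and red fluorescence within 50% of control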; further: strong numbers were not always called active
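Assay system – RFP-PRO-GFP reporter HT1080 cells · Compound dosing – single dose of 20 µM compound, 1% DMSO final · Incubation – overnight compound exposure at 37 °C · Measure – GFP/RFP fluorescence ratio · Benchmarks – DMSO wells and RFP-L50D-GFP cells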
LMPTP block = LMPTP phosphatase inhibitors, primary screen, biochemical, fluorescence intensity, uHTS | recombinant LMPTP-A, OMFP fluorogenic substrate | inhibition, % at 20 µM | 360,000 tested, 0.22% active | AID 651560, 2012;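 active means compounds that cut the enzyme signal by at least half of the control window in the single-dose screen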;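 further: plate controls were DMSO wells with enzyme plus substrate for no effect and substrate without enzyme for full effect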
Target sequence (P24666 whole entry, looked up): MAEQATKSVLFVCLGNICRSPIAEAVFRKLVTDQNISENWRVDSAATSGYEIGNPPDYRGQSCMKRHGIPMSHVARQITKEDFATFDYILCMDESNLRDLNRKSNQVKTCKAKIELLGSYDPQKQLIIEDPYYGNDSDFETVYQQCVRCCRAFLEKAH
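Material: LMPTP-A; amount: 0.625 nM enzyme; doses: single 20 µM dose; times: reaction 50 min, room temperature, dark; technique: fluorescence intensity of OMFP turnover product; benchmarks: no-enzyme and uninhibited controls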
CendR NRP1 mod = modulators of CendR peptide binding to NRP-1, primary screen, biochemical, fluorescence polarization, uHTS | Neuropilin-1 (Homo sapiens), O14786 | AID 602438, 2012 | 360,000 tested, 0.85% active | FAM-RPARPAR peptide binding to NRP-1 | inhibition, % at 25 µM;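 active means inhibition or corrected inhibition above about 18%, plus a signal ratio from 0.5 to 1.5, limit read from the data, passing the limit was not always enough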; further: strong numbers were not always called active
NadD block = inhibitors of S. aureus NadD, primary screen, biochemical, colorimetric, uHTS; Nicotinate-nucleotide adenylyltransferase NadD (Staphylococcus aureus N315); purified NadD enzyme, colorimetric absorbance read-out; inhibition, % at 20 µM; 360,000 tested, 0.78% active; AID 602399, 2012; in the data active means inhibition above about 26%; further: some compounds past the cut are filed as inactive
DNMT1 inh = human DNMT1 methyltransferase inhibitors, primary screen, biochemical, molecular beacon, fluorescence, HinP1I cleavage, uHTS; DNA (cytosine-5)-methyltransferase 1 (Homo sapiens), P26358; inhibition (reported as % activation of signal), % at 10 µM; 360,000 tested, 0.83% active; AID 588458, 2011; in the data active means inhibition above about 50%
Rpn11 inh = Rpn11 (PSMD14) deubiquitinase inhibitors, primary screen, biochemical, fluorescence polarization, uHTS; AID 588493, 2011; 360,000 tested, 0.59% active; human 26S proteasome, Ub4-pepOG fluorescence polarization; 20S core pre-blocked with epoxomicin; calls only at 20 µM; 26S proteasome non-ATPase regulatory subunit 14 (Homo sapiens), O00487;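 active means inhibition at 20 µM, scaled to each plate's controls, above about 33%, limit read from the data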
STEP block = STEP phosphatase inhibitors, primary screen, biochemical, fluorescence intensity, uHTS; recombinant STEP, OMFP fluorogenic substrate; inhibition, % at 20 µM; 360,000 tested, 0.25% active;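 active means inhibition at 20 µM, scaled per plate between control wells, above about 37%, limit read from the data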;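 further: 0% = DMSO with enzyme and substrate and 100% = substrate only without enzyme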
Target sequence (P54829 whole entry, looked up): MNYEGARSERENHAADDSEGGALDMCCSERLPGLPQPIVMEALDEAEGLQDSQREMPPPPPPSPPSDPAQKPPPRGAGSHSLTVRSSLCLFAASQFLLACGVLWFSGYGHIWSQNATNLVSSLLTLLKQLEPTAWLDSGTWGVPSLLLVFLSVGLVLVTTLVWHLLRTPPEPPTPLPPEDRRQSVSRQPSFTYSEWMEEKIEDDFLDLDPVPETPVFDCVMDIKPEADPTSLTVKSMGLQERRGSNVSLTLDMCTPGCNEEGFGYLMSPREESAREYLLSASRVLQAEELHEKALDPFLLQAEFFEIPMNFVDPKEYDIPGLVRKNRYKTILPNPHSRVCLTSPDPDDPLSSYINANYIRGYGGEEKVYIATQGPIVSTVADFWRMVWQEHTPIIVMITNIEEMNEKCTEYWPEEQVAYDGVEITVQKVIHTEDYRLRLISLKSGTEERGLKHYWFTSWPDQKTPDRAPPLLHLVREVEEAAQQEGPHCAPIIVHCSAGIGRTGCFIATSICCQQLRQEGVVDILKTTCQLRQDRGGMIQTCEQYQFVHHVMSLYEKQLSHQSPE
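Measure: Control-normalized % inhibition with plate pattern correction | Test system: STEP phosphatase, cell-free reaction | Medium: pH 6.0 Bis-Tris with DTT and Tween 20 | Technique: Fluorescence, 480/540 nm | Times: Reaction 20 min, ambient temperature | Doses: Single compound dose of 20 µM, 1% DMSO final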
Active calls of the source: *; i = inactive; / = not tested or not shown.

SMILES	Scp-1 inhibitor	SKN-1 block	SUMO1-SIM PPI	MT1-MMP act inh	LMPTP block	CendR NRP1 mod	NadD block	DNMT1 inh	Rpn11 inh	STEP block
Cc1ccc(OCC(=O)NNC(=O)Cc2ccc(S(=O)(=O)N3CCOCC3)s2)cc1	10.0	-1.3	-2.5	-7.5	2.4	-32.9	11.5	-6.9	i	-4.3
CCC(=O)Oc1cccc(C(=O)Nc2ccc(-c3nnc(-c4ccco4)o3)cc2)c1	-4.4	-1.2	3.5	3.3	3.3	-12.4	-6.1	-9.1	i	6.2
COC(=O)[C@@H]1C[C@@H]2CC[C@@H](O)C[C@@H]2N1Cc1ccccc1OS(=O)(=O)c1ccc(C)cc1	-1.3	17.5	-0.6	2.0	0.9	-51.6	6.3	-12.9	i	-2.3
CCOC(=O)[C@@H]1[C@H]2COc3ccccc3[C@@H]2N2C(=O)N(c3cccc(F)c3)C(=O)[C@]12C	-11.3	2.9	1.4	-0.8	-0.5	17.0	-6.8	1.4	i	-0.3
CCOC(=O)CC1C(=O)NCCN1C(=S)NC(=O)c1ccccc1OC (stereo not drawn)	1.7	-12.4	0.0	-1.7	-0.1	1.2	-5.3	1.4	i	2.0
O=C(c1cc(-c2ccc(F)cc2)nc2ccccc12)N1CCC1	-6.7	14.1	-14.2	3.1	-1.9	-3.3	2.9	11.5	i	-4.1
Nc1ccc(SCCN2C(=O)c3ccccc3C2=O)cc1	-8.4	8.6	-6.6	4.9	-0.1	-0.9	4.1	-4.5	i	5.0
Cc1nn(C)c(C(=O)NC(=S)Nc2ccc([N+](=O)[O-])cc2)c1Cl	-8.3	1.0	-19.5	-0.1	5.0	2.5	-2.1	-0.3	i	0.0
CCOC(=O)C1(C/C(C)=N/NC(N)=O)CC(C)(C)OC1=O (stereo not drawn)	0.6	-6.1	-1.9	2.6	-1.4	-9.0	-1.3	4.1	i	-4.6
COc1ccc(NC(C)=O)cc1NC(C)c1nc2sc(C)c(C)c2c(=O)[nH]1 (stereo not drawn)	-10.4	-1.8	-1.5	-4.4	0.7	-7.0	1.5	-1.7	i	-2.0
CCC(C(=O)N/N=C(\C)c1cccnc1)c1ccccc1 (stereo not drawn)	13.0	-13.6	-0.3	-1.8	-0.4	-46.2	-1.7	1.6	i	1.5
CCCCNC(=O)c1sc2nc(C)cc(COC)c2c1-n1cccc1	-10.8	-16.2	-4.8	-2.6	0.7	-5.4	2.3	-1.1	i	2.6
CC(=O)Nc1cccc(-c2csc(C(C)(O)c3ccccc3)n2)c1 (stereo not drawn)	/	12.2	-2.6	5.8	-1.1	0.7	1.4	-0.5	i	-1.4
C[C@H]1CN([C@@H](C)CO)C(=O)c2cc(Br)cnc2O[C@@H]1CN(C)C(=O)CN(C)C	/	8.0	0.2	3.8	-1.0	-13.2	-3.1	-4.7	i	1.7
Cc1ccc(C)n1-n1cnc2sc3c(c2c1=O)CCC3	-5.9	15.9	0.6	2.7	0.3	24.1	2.3	-2.2	i	1.0
CC(=O)Nc1cccc(NC(=O)COC(=O)CO/N=C(\C)c2ccc3c(c2)OCO3)c1	-4.2	6.5	-2.1	-4.2	-0.1	-12.5	-5.5	-0.1	i	3.2
COC(=O)c1ccc(/C=N/NC(=O)CC(=O)NCc2cccnc2)cc1	-2.5	4.8	-9.2	-0.1	0.9	1.1	-0.5	-0.2	i	5.7
COc1ccc(N(CC(=O)Nc2ccc(C(N)=O)cc2)S(=O)(=O)c2ccc(C)c([N+](=O)[O-])c2)cc1	-3.3	1.3	1.7	-3.2	0.7	8.4	10.8	4.5	i	-1.2
Cc1c(C(=O)N2CCN(CCc3ccccc3)CC2)oc2ccccc12	-3.8	10.3	-5.5	-2.2	0.1	1.4	-11.2	-3.0	i	0.2
Cc1ccc(NC(=O)COC(=O)CCc2c[nH]c3ccccc23)c(C)c1	-7.6	6.4	1.4	0.3	0.9	8.7	-7.9	-4.7	i	10.0
OC(CN1CCCCC1)Cn1c2ccc(Cl)cc2c2cc(Cl)ccc21 (stereo not drawn)	-2.8	12.4	-19.0	-5.4	4.0	-0.4	2.6	14.8	i	3.8
COC(=O)c1cc(C(=O)OC)n(Cc2ccc(F)cc2)n1	-2.6	9.1	-0.1	0.8	-0.1	-7.6	-1.0	2.7	i	1.2
Cc1ccccc1NC(=O)c1ccc2c(c1)OCCO2	-0.1	17.3	-1.0	1.9	-0.9	-11.8	-1.6	1.4	i	-18.3
Cc1[nH]nc2c1-c1nc3ccccc3nc1C(C)(C)C2	1.6	-5.9	-4.5	-3.9	0.5	15.8	0.5	-1.2	i	-0.7
COCCN1C[C@@H](CO)O[C@@H](n2cnc3c(NCCCO)ncnc32)C1	/	14.0	-5.1	-4.1	-0.6	0.2	2.3	-1.8	i	0.2
COc1ccccc1-c1ccc(/C=C2/C=C(C)OC2=O)o1	-12.2	13.3	-4.6	-5.0	1.9	-27.2	7.2	-1.7	i	0.4
NC(=O)COc1ccc(C(=O)NCC2(N3CCOCC3)CCCCC2)cc1	-12.0	4.6	-5.3	-2.3	-0.6	-4.4	1.2	4.7	i	2.2
CCC(C)c1ccccc1NC(=O)COc1ccc(-c2nnco2)cc1 (stereo not drawn)	-2.3	5.6	4.0	1.8	-0.4	-4.6	2.0	-1.9	i	-0.8
CCOC(=O)C[n+]1ccc2c([nH]c3ccccc32)c1C	-9.5	19.9	-16.6	-4.1	-0.4	13.2	-0.7	-0.6	i	-1.4
Cc1nc(SCC(=O)N(CC(C)C)C2CCS(=O)(=O)C2)c(C#N)c(C)c1C (stereo not drawn)	1.0	10.7	8.6	-6.2	-0.1	-4.8	1.2	0.1	i	-2.1
COc1cc2c(cc1NC(=O)CN(C)Cc1ccc(OC)c(OC)c1)oc1ccccc12	-1.1	3.6	0.9	-7.3	5.7	-1.7	-2.9	-14.3	i	-1.2
CCc1c(C)nc(N2CCN(c3ccc(F)cc3)CC2)[nH]c1=O	-1.9	-4.8	4.7	5.9	-1.2	-8.7	2.4	2.2	i	-2.7
O=C(COC(=O)/C=C/c1ccc(C(F)(F)F)cc1)NCc1ccco1	1.0	-5.6	-6.1	0.0	0.2	9.2	-1.0	-0.9	i	2.7
CCOC(=O)Nc1c(C(=O)OC)[nH]c2cccc(OC)c12	-12.2	4.3	-1.5	0.9	1.0	6.6	-6.7	-0.9	i	1.8
CN(C(=O)c1ccco1)c1nc2c(s1)CCCC2	10.0	8.0	0.8	-0.6	1.0	-5.1	5.5	5.7	i	-1.1
Cc1ccc(N2C(=O)C3C(C(=O)c4ccccc4)=NN(c4ccccc4)C3C2=O)cc1 (stereo not drawn)	-9.8	11.3	-7.2	-48.7	0.5	-29.1	17.7	-1.6	i	-0.2
O=C1CC(c2ccc(O)cc2)Oc2cc(O)cc(O)c21 (stereo not drawn)	-11.3	2.5	3.6	-0.5	-0.2	-0.5	6.2	2.5	i	-2.2
CCOc1ccc(N(CC(=O)N/N=C/c2ccc(OC(C)C)cc2)S(C)(=O)=O)cc1	45.2	1.7	-10.1	0.6	-0.2	3.4	2.8	-5.6	i	0.3
Cc1ccc(NC(=O)CSc2nnc(CCNC(=O)OC(C)(C)C)o2)c(C)c1	-9.4	3.0	-2.8	0.9	1.5	-15.4	0.7	-2.2	i	-2.7
O=C(Nc1ccc(F)cc1)N1CCn2c(nc3ccccc32)C1	-4.3	1.2	3.2	3.2	0.5	-3.2	-6.1	0.8	i	1.2
CCOC(=O)c1c(NC(=O)COC(=O)c2nccnc2N)sc2c1CCC2	3.5	-2.0	-13.2	3.6	-0.3	-8.1	1.5	8.0	i	1.7
CCCCN(C(=O)C1CCN(C(=O)c2ccccc2C)CC1)c1c(N)n(CCCC)c(=O)[nH]c1=O	-4.2	2.0	-0.2	1.4	0.0	7.3	5.1	-0.2	i	-2.0
COc1ccc(CCNC(=O)c2cc3c(=O)n(C)c4ccccc4c3n2C)c(OC)c1	-4.3	-6.2	-1.7	1.4	0.7	-1.4	-3.4	-0.7	i	-0.5

Reformatted: 8 of the compounds above
Every second line gives: Scp-1 inhibitor	SKN-1 block	SUMO1-SIM PPI	MT1-MMP act inh	LMPTP block	CendR NRP1 mod	NadD block	DNMT1 inh	Rpn11 inh	STEP block
CCOC(=O)Nc1c(C(=O)OC)[nH]c2cccc(OC)c12
 : -12.2	4.3	-1.5	0.9	1.0	6.6	-6.7	-0.9	i	1.8
CN(C(=O)c1ccco1)c1nc2c(s1)CCCC2
 : 10.0	8.0	0.8	-0.6	1.0	-5.1	5.5	5.7	i	-1.1
Cc1ccc(N2C(=O)C3C(C(=O)c4ccccc4)=NN(c4ccccc4)C3C2=O)cc1 (stereo not drawn)
 : -9.8	11.3	-7.2	-48.7	0.5	-29.1	17.7	-1.6	i	-0.2
O=C1CC(c2ccc(O)cc2)Oc2cc(O)cc(O)c21 (stereo not drawn)
 : -11.3	2.5	3.6	-0.5	-0.2	-0.5	6.2	2.5	i	-2.2
CCOc1ccc(N(CC(=O)N/N=C/c2ccc(OC(C)C)cc2)S(C)(=O)=O)cc1
 : 45.2	1.7	-10.1	0.6	-0.2	3.4	2.8	-5.6	i	0.3
Cc1ccc(NC(=O)CSc2nnc(CCNC(=O)OC(C)(C)C)o2)c(C)c1
 : -9.4	3.0	-2.8	0.9	1.5	-15.4	0.7	-2.2	i	-2.7
O=C(Nc1ccc(F)cc1)N1CCn2c(nc3ccccc32)C1
 : -4.3	1.2	3.2	3.2	0.5	-3.2	-6.1	0.8	i	1.2
CCOC(=O)c1c(NC(=O)COC(=O)c2nccnc2N)sc2c1CCC2
 : 3.5	-2.0	-13.2	3.6	-0.3	-8.1	1.5	8.0	i	1.7
